# RXFP1 agonist: qHTS Assay for Agonists of the Relaxin Receptor RXFP1; Relaxin receptor 1 (Homo sapiens), Q9HBX9; HEK293T-RXFP1 cAMP TR-FRET, 30 min; response scale: percent of porcine relaxin response, buffer zero; Potency, µM (series often up to 57.5 µM), without a hit: at the highest dose activation, usual class: activators; 0.3% of 370,000 active; also: potency is read from the fitted curve at half-maximal effect; % is scaled to controls: 0 for no effect and ±100 for the full control effect; nearly all actives have a fitted effect of over 60% in size; many of its hits are not listed in these tables
#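 HEK293T cells stably expressing RXFP1 were pretreated with the PDE4 inhibitor Ro 20174, exposed to compounds for 30 min at 37C, lysed, and cAMP was read by TR-FRET. Data normalized to buffer (basal) and 29 nM porcine relaxin (100%).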
# TrxR1 substrate: qHTS Assay for Substrates of Mammalian Selenoprotein Thioredoxin Reductase 1 (TrxR1): qHTS; Thioredoxin reductase 1, cytoplasmic (Rattus norvegicus), O89049; purified TrxR1 substrate turnover, NADPH consumption readout; Potency, µM (series often up to 114 µM), without a hit: at the top dose activity change, negative = substrate turnover; 0.01% of 390,000 active; also: potency is read from the fitted curve at half-maximal effect; % is scaled to controls: 0 for no effect and ±100 for the full control effect; nearly all actives have a fitted effect of over 50% in size
# Target sequence (O89049 whole entry, looked up): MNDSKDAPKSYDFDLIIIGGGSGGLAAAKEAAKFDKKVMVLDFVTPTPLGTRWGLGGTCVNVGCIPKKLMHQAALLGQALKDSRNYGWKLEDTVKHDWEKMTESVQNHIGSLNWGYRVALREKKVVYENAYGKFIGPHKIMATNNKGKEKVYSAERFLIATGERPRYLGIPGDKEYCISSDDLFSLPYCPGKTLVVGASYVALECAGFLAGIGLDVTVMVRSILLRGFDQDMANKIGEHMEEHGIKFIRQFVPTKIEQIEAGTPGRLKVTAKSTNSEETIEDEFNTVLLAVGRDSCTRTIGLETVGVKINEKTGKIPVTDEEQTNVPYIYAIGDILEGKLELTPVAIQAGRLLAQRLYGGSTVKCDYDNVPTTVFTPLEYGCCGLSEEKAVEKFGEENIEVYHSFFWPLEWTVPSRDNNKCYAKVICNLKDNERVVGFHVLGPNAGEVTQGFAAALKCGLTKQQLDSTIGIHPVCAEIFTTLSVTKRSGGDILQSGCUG
#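 Rat TrxR1, dispensed at 90 nM, was prereduced with 400 uM NADPH (final) for 5 min at ~22 deg C, then incubated with compound 15 min before 400 uM selenite. A first-read NADPH fluorescence drop versus no-compound background flagged substrates.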
# PI4K2A block: qHTS for small molecular inhibitors of PI4K2A; purified PI4K2A, ADP-Glo luminescence, 1 h; stronger effect = lower value; Phosphatidylinositol 4-kinase type 2-alpha (Homo sapiens), Q9BTU6; 0.13% of 420,000 active; activity change, negative = inhibition, % at 76.9 µM; in the data active = activity change below about -50%; inconclusive = mostly about -30% to -49%;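 also: -100% = wells without enzyme as full effect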
#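 In this quantitative HTS, ADP production by PI4K2A was quantified luminescently after 1 h at ambient temperature; 100 microM adenosine served as plate-quality control.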
# USP1-UAF1 inh: Inhibitors of USP1/UAF1: Primary Screen | 0.23% of 390,000 active | recombinant USP1/UAF1, Ub-Rhodamine cleavage fluorescence | Potency, µM (series often up to 57.1 µM), for inactives: top-dose activity change, negative = inhibition, hits mostly inhibitors; also: potency is read from the fitted curve at half-maximal effect; % is scaled to controls: 0 for no effect and ±100 for the full control effect; nearly all actives have a fitted effect of over 60% in size; inactives centre near -12
#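 Step one: compound is pinned into 1nM USP1/UAF1 in HEPES pH 7.8 buffer with TCEP. Step two: 15 min room-temperature incubation. Step three: Ub-Rho (150nM final) starts cleavage, tracked by fluorescence over six one-minute reads.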
# Vif-A3G inh: qHTS for Inhibitors of Vif-A3G Interactions: qHTS; 0.076% of 410,000 active; HeLa A3G-eYFP + Vif (tagged APOBEC3G with the HIV-1 protein that degrades it), YFP fluorescence, overnight; DNA dC->dU-editing enzyme APOBEC-3G (Homo sapiens), Q9HC16; Potency, µM (series often up to 46.1 µM), for inactives: at the highest dose activity, negative = active, actives largely listed as inhibitors;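 also: potency is read from the fitted curve at half-maximal effect; % is scaled to controls: 0 for no effect and ±100 for the full control effect; nearly all actives have a fitted effect of over 60% in size; hits raise eYFP signal because A3G escapes Vif-driven loss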
#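 Read-out is eYFP fluorescence (Ex 488/Em 500-530) from Vif-expressing HeLa A3G-eYFP cells; more signal means A3G escaped Vif-mediated degradation. Cells plated overnight, compound pinned in, incubated overnight at 37 deg C.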
# LDHA inh: qHTS assay for inhibitors of human lactate dehydrogenase | L-lactate dehydrogenase A chain (Homo sapiens), P00338 | purified LDHA, NADH/diaphorase-resazurin fluorescence; stronger effect = lower value | activity change, % (values are at about 110 or 230 µM) | 0.15% of 480,000 active; in the data active = activity change below about -30%; inconclusive = mostly about -25% to -30%;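 also: plate controls were DMSO wells for no effect and wells without enzyme for full effect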
#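 Human LDH5 at 2 nM final in Tris HCl pH 7.4 with 0.06 mM NADH and 0.2 mM pyruvate, reacted 5 minutes at room temperature. Remaining NADH coupled via diaphorase/resazurin; resorufin fluorescence read at 0 and 20 minutes, normalized to enzyme-free and DMSO wells.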
# Glioma ERSR ind: qHTS for Inducers of the Endoplasmic Reticulum Stress Response (ERSR) in Human Glioma: qHTS. U87-MG GRP78 promoter luciferase reporter, 16 h. 0.02% of 420,000 active. Potency, µM, for the others: at the highest dose activation, actives largely listed as activators; also: potency is read from the fitted curve at half-maximal effect; series mostly up to about 76 µM; % of control where 0% means no effect; nearly all actives have a fitted effect of over 35% in size
#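 ERSR induction read as luciferase luminescence (Bright-Glo, 10 min at room temperature) in stably transfected human U87-MG glioma cells exposed to compounds for 16 h, using GRP78 as sensor.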
# Vif-A3F inh: qHTS for Inhibitors of Vif-A3F Interactions: qHTS. HeLa A3F-eYFP + Vif (tagged APOBEC3F with the HIV-1 protein that degrades it), YFP fluorescence increase. Potency, µM (series often up to 46.1 µM), for inactives: at the top dose activity, negative = active. 0.2% of 390,000 active; also: potency is read from the fitted curve at half-maximal effect; % of control where 0% means no effect; nearly all actives have a fitted effect of over 65% in size
#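 HeLa cells stably expressing A3F-eYFP plus Vif, plated and incubated overnight at 37 deg C, then exposed to compounds overnight at 37 deg C. Blocked degradation read as raised yellow fluorescence (Ex 488/Em 500-530).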
# IDH1 R132H inh: qHTS for Inhibitors of mutant isocitrate dehydrogenase 1 (IDH1): qHTS; Isocitrate dehydrogenase [NADP] cytoplasmic (Homo sapiens), O75874; IDH1-R132H enzyme, NADPH consumption, diaphorase/resazurin fluorescence; Potency, µM (highest dose often 76.6 µM), for inactives: top-dose activity change, negative = inhibition, usual class: inhibitors; 0.093% of 390,000 active; also: potency is read from the fitted curve at half-maximal effect; % is scaled to controls: 0 for no effect and ±100 for the full control effect; nearly all actives have a fitted effect of over 65% in size
# Target sequence (O75874 whole entry R132H, stated change not applied): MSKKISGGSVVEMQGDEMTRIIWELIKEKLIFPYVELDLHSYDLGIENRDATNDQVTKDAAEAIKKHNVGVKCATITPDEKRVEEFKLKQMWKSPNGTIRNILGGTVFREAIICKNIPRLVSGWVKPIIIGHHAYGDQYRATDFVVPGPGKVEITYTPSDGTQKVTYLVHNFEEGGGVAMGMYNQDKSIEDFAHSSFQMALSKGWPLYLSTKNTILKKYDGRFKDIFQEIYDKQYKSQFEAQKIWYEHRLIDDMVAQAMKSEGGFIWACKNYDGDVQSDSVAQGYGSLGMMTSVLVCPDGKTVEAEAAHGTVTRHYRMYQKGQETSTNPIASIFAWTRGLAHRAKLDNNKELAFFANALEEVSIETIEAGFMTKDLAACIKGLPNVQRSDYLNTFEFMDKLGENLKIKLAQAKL
#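 IDH1-R132H (0.5 ug/mL dispensed) in pH 7.5 Tris buffer was preincubated 30 min with compound, then given a substrate mix of 0.016 mM NADPH and 2 mM alpha-KG for 80 min at room temperature; remaining NADPH was read by diaphorase/resazurin fluorescence.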
# * hit, by the source's call; ? = inconclusive; . = no result given; [ ] = another dose, or the depositor's remark. Unless noted, calls follow the shape of the dose curve; as a rule, active = well fitted curve in the direction sought with a large enough effect; inconclusive = small, poorly fitted or top-dose-only effect, or another doubt; inactive = no such curve, though single readings can be large; an effect the other way counts as inactive or inconclusive.
# The opening two records as a preview:
structure,RXFP1 agonist,TrxR1 substrate,PI4K2A block,USP1-UAF1 inh,Vif-A3G inh,LDHA inh,Glioma ERSR ind,Vif-A3F inh,IDH1 R132H inh
CCOC(=O)c1ccccc1NC(=O)CSc1nc2ncccc2o1,0.5%,3%[57.1 µM],-2,?,1%,-3,-3%,1%,5%
COc1ccc(/C=N\NC(=O)c2cc3c(ccc4ccccc43)o2)cc1O,0.7%,8%,-4,?,?,1,-3%,-13%,3%

# The whole of this part, from the first entry:
structure,RXFP1 agonist,TrxR1 substrate,PI4K2A block,USP1-UAF1 inh,Vif-A3G inh,LDHA inh,Glioma ERSR ind,Vif-A3F inh,IDH1 R132H inh
CCOC(=O)c1ccccc1NC(=O)CSc1nc2ncccc2o1,0.5%,3%[57.1 µM],-2,?,1%,-3,-3%,1%,5%
COc1ccc(/C=N\NC(=O)c2cc3c(ccc4ccccc43)o2)cc1O,0.7%,8%,-4,?,?,1,-3%,-13%,3%
COc1ccc(-c2nnn(CC(=O)N(Cc3ccccc3Cl)C(C(=O)NCC3CCCO3)c3ccco3)n2)cc1 (stereo not drawn),1.6%,8%,-2,-11%,-3%,-12,-2%,3%,0%
COc1cc(OC)cc(C(=O)Nn2cc(C(=O)Nc3c(F)cccc3F)c3ccccc3c2=O)c1,-1.2%,-1%,-6,-3%,-7%,-5,-1%,-11%,1%
Cc1ccc(NC(=O)C2CCN(c3ncccn3)CC2)cc1F,0.2%,1%,1,-11%,-1%,-9,2%,-10%,10%
Cc1ccc(NC2SC(=O)N(Cc3cccc(C(=O)O)c3)C2=O)c(C)c1 (stereo not drawn),4.3%,8%,-5,-11%,0%,-1,0%,15%,-8%
CCNc1nc(C23CC4CC(CC(C4)C2)C3)cs1,0.2%,-10%[57.1 µM],2,-14%,3%,-1,-2%,-3%,4%
CCOc1ccc(-n2c(SCC(=O)N3CCCCC3)nc3c([nH]c4ccccc43)c2=O)cc1,0.3%,0%[57.1 µM],1,-26%,-1%,1,-5%,2%,4%
CCCN(CC(=O)Nc1ccc(F)c(F)c1F)C(=O)Cc1ccc(OC)c(S(=O)(=O)N2CCOCC2)c1,.,8%,2,-17%,2%,2,0%,3%,6%
Cc1nn(-c2nc3ccccc3n2Cc2ccccc2)c2c1C(=O)CC(C)(C)C2,5.1%,-2%[57.1 µM],5,?,-12%,2,-6%,-7%,6%
O=[N+]([O-])c1cccc(Cn2cnc3c(=S)nc[nH]c32)c1,.,-4%,-2,5%,0%,0,-3%,-5%,-9%
CCOc1ccc(CN2C(=O)c3ccccc3C2C(=O)NC(C)CC)cc1OC (stereo not drawn),4.2%,-6%,-1,-9%,2%,-6,-11%,3%,-4%
CC1=CC(C)(C)N(S(=O)(=O)c2ccc(C)cc2)c2ccc(C)cc21,1.4%,-5%,-3,-30%,?,2,-5%,-6%,0%
O=C(COc1ccc(Cl)cc1)OCC(=O)N1CCCCCC1,0.6%,4%,-5,-9%,4%,1,-6%,.,1%
CCn1ncc([N+](=O)[O-])c1C(=O)Nc1c(C)nn(Cc2ccc(F)cc2)c1C,1.8%,4%,-4,0%,0%,0,-2%,0%,15%
CSCCC(N=C(NS(=O)(=O)c1ccccc1)c1ccccc1)C(=O)O (stereo not drawn),3.7%,5%,11,-14%,0%,-3,-2%,5%,-1%
COc1ccc(C=Nc2cccc3c(=O)[nH][nH]c(=O)c23)c2ccccc12,0.5%,16%,2,-16%,0%,10,5%,6%,5%
CSCCC(NC(N)=O)C(=O)Nc1ccc(F)c(Cl)c1 (stereo not drawn),0.0%,-2%,-2,-19%,1%,-7,-4%,-1%,7%
CCOc1cccc(C2c3[nH]c4ccccc4c3CCN2C(=O)Cc2cccc(OCC)c2OCC)c1 (stereo not drawn),2.1%,-3%,5,-26%,2%,4,0%,0%,10%
Cn1ccnc1C(=O)c1cc(SCC(=O)NCc2ccccc2)nc2ccccc12,1.6%,5%[57.1 µM],-6,-17%,-30%,-5,-2%,-4%,-3%
Cc1ccc(S(=O)(=O)N(C)c2ccc(OC(=O)c3cccs3)cc2)cc1C,-0.1%,0%,1,-26%,0%,1,-2%,-3%,-6%
CCOC(=O)C1CCN(S(=O)(=O)c2cccc(-c3cn4cccnc4n3)c2)CC1,6.1%,535%[activator],-9,-5%,4%,-4,-2%,4%,16%
CSc1ccc(CCNC(=O)c2nn(C)c3c2CS(=O)(=O)c2ccccc2-3)cc1,-0.1%,3%,-5,-19%,1%,6,-4%,-2%,-6%
OCC[C@@H]1C[C@H](O)[C@@H](O)[C@]2(CCc3ccccc3CO2)O1,-0.3%,1%,3,-27%,1%,-2,-2%,2%,-5%
Cc1ccc(S(=O)(=O)N2CCN(C(=O)Cc3ccc4c(c3)OCCO4)CC2)cc1C,-0.3%,25%[57.1 µM],-1,-15%,-5%,-1,0%,2%,3%
Cc1c(Cl)cccc1NC(c1ccc(F)cc1)c1nnc(-c2ccccc2)o1 (stereo not drawn),1.6%,-4%[57.1 µM],-8,-28%,-4%,2,0%,2%,0%
Cn1c(CN2CCOCC2)nnc1SCC(=O)Nc1cccc(C(F)(F)F)c1,9.1%,4%[57.1 µM],0,-17%,-7%,-7,-1%,-9%,-2%
CCOC(=O)c1ccc(NC(=O)c2cc(=O)[nH]c3ccccc23)cc1,0.4%,3%,-1,-19%,-4%,-1,2%,4%,5%
CCc1ccc2c(c1)C(c1ccncc1)=NNC(c1ccccc1)=N2,2.3%,2%,0,-20%,-7%,-4,4%,2%,-16%
CC1(C(=O)NS(=O)(=O)c2ccc(F)cc2F)CCN1C(=O)C1CCCCC1 (stereo not drawn),.,.,-5,.,2%,-1,1%,.,.
CCC1CCCCN1C(=O)c1ccc2c(c1)N(Cc1cccc(Cl)c1)C(=O)c1ccccc1S2(=O)=O (stereo not drawn),0.9%,-4%[57.1 µM],1,13%,-5%,-1,-1%,1%,-11%
COc1cccc(CN2CCC2(C)C(=O)Nc2ccc(C)cc2)c1F (stereo not drawn),.,.,1,.,-3%,-2,-3%,.,.
COc1ccc(C(=O)NC(=S)Nc2ccc3c4c(cccc24)CC3)cc1OC,5.1%,1%,-4,1%,2%,6,-4%,-23%,2%
CCc1ccccc1NC(=O)Nc1cnccn1,1.4%,5%,5,-8%,-1%,-9,-6%,-3%,3%
CC(=O)N1CCN(c2ccc(NC(=O)c3ccc4c(c3)OCCO4)cc2)CC1,-2.1%,8%,-1,-6%,-1%,-9,-2%,-1%,7%
Cc1ccc(-c2csc(NC(=O)CCNC(=O)c3ccccc3Cl)n2)cc1,0.5%,-8%,5,-19%,0%,-2,-4%,2%,2%
CC(=O)c1cccc(NC(=O)c2oc(=O)c3ccccc3c2-c2ccccc2)c1,5.6%,-3%[57.1 µM],0,-22%,-3%,-3,-2%,-7%,17%
CCCCCOC(=O)Nc1ccc(S(=O)(=O)Nn2cnnc2)cc1,-0.7%,1%,0,-13%,1%,1,2%,-3%,3%
CCOC(=O)c1c(-c2ccc(C)s2)csc1N,12%,-3%,-2,-6%,-13%,8,1%,9%,-3%
C[C@H]1CN([C@@H](C)CO)C(=O)Cc2cc(NC(=O)CCC(F)(F)F)ccc2O[C@H]1CN(C)S(=O)(=O)c1ccc(Cl)cc1,.,-5%,4,?,?,0,-5%,-3%,6%
CCCn1c(SCC(=O)c2cc(C)ccc2C)n[nH]c1=O,1.3%,-1%,-17,-13%,-2%,-6,-6%,.,6%
COc1cc(/C=N/NC(=O)/C(=C\c2ccc([N+](=O)[O-])cc2)NC(=O)c2ccccc2)cc(OC)c1O,0.5%,-8%,4,-10%,-5%,-1,-8%,3%,1%
Cc1cc(NC(=O)CSCC(=O)N(C)Cc2c(F)cccc2Cl)no1,-1.1%,2%,4,-18%,1%,3,-3%,-2%,7%
Cc1cc(SCNC(=O)c2ccccc2)ncn1,-1.3%,7%,-3,1%,4%,-7,-4%,-3%,1%
Cc1cccc(/N=C/c2c(O)ccc3oc4c(c23)CCCC4)n1,3.8%,-11%,4,-9%,-1%,10,-6%,1%,10%
O=C(NNc1cccc(Cl)n1)Nc1cccc(C(F)(F)F)c1,0.5%,-8%[57.1 µM],1,-9%,-1%,2,-1%,6%,7%
CC(C)Cn1c(SCC(=O)N(C)c2c(N)n(Cc3ccccc3)c(=O)[nH]c2=O)nc2ccccc21,0.7%,-6%,7,-14%,-2%,-4,-3%,3%,1%
CCOC(=O)c1c(C)n(CCNC(C)=O)c2ccc(O)cc12,-1.1%,19%,-1,?,-1%,2,-5%,-1%,5%
CS(=O)(=O)N(CC(=O)NCc1ccncc1)c1cc(Cl)cc(Cl)c1,0.9%,10%,3,-10%,0%,2,-5%,-12%,5%

# Not all compounds are listed; the hit share may differ from the screen's.
